Bioassay records as filed in PubChem BioAssay.
STAT1 activator: STAT1 signaling activators, primary screen, cell-based, HTS, luciferase reporter; NIH 3T3 STAT1-luciferase reporter, IFN-gamma, luminescence; 100% = IFN-gamma alone, no compound; activation (% of control), % at 5.5 µM; 200,000 compounds, 2.6% hits;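 active = activation above the screen-wide mean activation plus 3 SD, cut at about 130% in these data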;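 note: raw ratio to IFN-gamma control signal so 100% means no change and 0% no light; values of inactives mirror those of a sister screen read the other way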
G6PDH CS: L. mesenteroides G6PDH inhibitors, counter-screen for G6PDH-coupled screening assays, biochemical, Leuconostoc mesenteroides enzyme | inhibition, % at 5 µM | Purified L. mesenteroides G6PDH, diaphorase/resazurin coupled fluorescence, 45 min | 200,000 compounds, 0.12% hits | AID 1020, 2008 | glucose-6-phosphate dehydrogenase [Leuconostoc mesenteroides]; in the data active = inhibition above about 50%
FLuc stim CS: FLuc activators, initial screening, artefact control for FLuc-dependent activation tests, biochemical, ATPlite luminescence | ATPlite luciferase biochemical, 10 min; 0 = ATP-free wells, 1 = DMSO control | activation factor at 10 µM | 200,000 tested, under 10 active;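 active = luciferase activation factor, scaled between plate controls, of at least 2 with compound at 10 µM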
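Material: luciferase plus luciferin reagent, cell-free. Medium: PBS buffer for ATP. Also added: ATP substrate, dispensed from a 10.24 µM working solution in PBS. Doses: test compounds dosed from 2 mM stocks in 100% DMSO. Incubation: 10 min post-reagent at room temperature. Technique: light output (luminescence). Read-out basis: luminescence gain marking luciferase activators.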
Diaph act CS: compounds boosting diaphorase resazurin reduction – biochemical, uHTS, resorufin fluorescence, counter-screen for diaphorase-coupled primary assays, primary screen. Diaphorase/resazurin coupled assay, 16 min; hits give high values; 1 = vehicle wells, 0 = NADH-free wells. activation factor at 20 µM. 190,000 compounds, 0.005% hits. AID 1229, 2008;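 active = diaphorase activity raised at least twofold by the compound at 20 µM; inactive = activation factor below 2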
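Assay system: Purified diaphorase enzyme from Clostridium kluyveri | Amount: Enzyme 0.07 U/mL final | Dosing: Compound 20 µM once, DMSO 1% | Timing: 16 min reaction at room temperature | Detection: Fluorescence, excitation 544 nm and emission 590 nm | Evaluation: Higher resorufin formation from activation or reduction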
APP 5UTR inh: inhibitors of APP translation via 5'UTR reporter, primary screen, APP 5'UTR luciferase, SH-SY5Y cells | inhibition, % at 2 µM | SH-SY5Y APP 5'UTR-luciferase reporter, luminescence | 190,000 compounds, 0.82% hits;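 active = inhibition above a set limit, derived from the sample mean plus 3 SD, cut at about 45% in these data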; note: values of inactives mirror those of a sister screen read the other way
APP 5'UTR act: activators of APP 5'UTR luciferase reporter, primary screen, SH-SY5Y cells | SH-SY5Y APP 5'UTR luciferase reporter, luminescence; zero percent = DMSO vehicle wells | activation, % at 2 µM | 190,000 compounds, 1% hits;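 active = activation above a set limit, based on mean plus 3 SD of controls, cut at about 140% in these data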; note: values of inactives mirror those of a sister screen read the other way
FLuc inh counter: firefly luciferase enzyme inhibitors, primary screen, artefact control for luciferase-based inhibitor screens, biochemical, luminescence, ATPLite; AID 1006, 2008; 200,000 compounds, 1.5% hits; 10 min; Luciferin 4-monooxygenase (Photinus pyralis), P08659; inhibition, % at 10 µM;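 active = inhibition above about 50% when tested at 10 µM, limit read from the data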
TLR4 MyD88 comp: inhibitors of TLR4-MyD88 association in cells, primary screen, cell-based, HeLa CL3-4, BLA complementation, FRET ratio | inhibition, % at 8.4 µM | HeLa CL3-4 TLR4/MyD88 BLA complementation | 200,000 compounds, 0.18% hits; in the data active = inhibition above about 25%;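 note: 0% = vehicle and 100% = reference inhibitor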
Target sequence (O00206 whole entry, looked up): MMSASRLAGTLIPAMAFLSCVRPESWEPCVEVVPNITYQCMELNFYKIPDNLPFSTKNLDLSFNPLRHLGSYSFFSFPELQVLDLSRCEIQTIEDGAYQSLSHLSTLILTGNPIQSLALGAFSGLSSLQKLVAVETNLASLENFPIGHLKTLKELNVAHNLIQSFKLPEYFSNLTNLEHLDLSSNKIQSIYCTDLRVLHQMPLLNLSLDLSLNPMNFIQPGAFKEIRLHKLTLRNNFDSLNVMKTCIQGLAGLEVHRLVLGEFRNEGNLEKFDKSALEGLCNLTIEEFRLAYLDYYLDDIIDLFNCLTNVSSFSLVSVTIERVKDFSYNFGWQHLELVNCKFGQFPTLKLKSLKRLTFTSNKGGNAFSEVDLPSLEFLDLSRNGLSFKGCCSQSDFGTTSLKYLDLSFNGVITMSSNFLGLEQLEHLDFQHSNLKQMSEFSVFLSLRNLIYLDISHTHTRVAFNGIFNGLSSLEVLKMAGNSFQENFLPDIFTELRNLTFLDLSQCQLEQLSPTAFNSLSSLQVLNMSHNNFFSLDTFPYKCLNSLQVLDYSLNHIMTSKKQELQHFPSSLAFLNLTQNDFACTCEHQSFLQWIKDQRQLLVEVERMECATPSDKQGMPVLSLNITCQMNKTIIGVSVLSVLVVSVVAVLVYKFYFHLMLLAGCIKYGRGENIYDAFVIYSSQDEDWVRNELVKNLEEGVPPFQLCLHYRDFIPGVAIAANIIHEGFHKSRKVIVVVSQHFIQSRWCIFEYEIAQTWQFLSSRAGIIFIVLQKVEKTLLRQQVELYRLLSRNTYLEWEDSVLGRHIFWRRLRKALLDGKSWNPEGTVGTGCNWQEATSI
Target sequence (Q99836 whole entry, looked up): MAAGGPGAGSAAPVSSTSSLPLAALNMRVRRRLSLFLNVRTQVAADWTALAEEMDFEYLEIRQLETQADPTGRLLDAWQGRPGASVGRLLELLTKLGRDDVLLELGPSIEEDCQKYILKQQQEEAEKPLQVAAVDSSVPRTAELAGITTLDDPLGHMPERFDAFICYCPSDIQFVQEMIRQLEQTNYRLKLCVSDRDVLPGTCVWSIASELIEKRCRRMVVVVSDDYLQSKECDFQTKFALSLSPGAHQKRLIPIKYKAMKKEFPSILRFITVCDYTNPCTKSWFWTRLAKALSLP
NF-kB neuron act: activators of NF-kB expression in neurons, primary screen, cell-based, HTS; human neuronal cells, NF-kB reporter expression; hits give high values; fold change at 12.5 µM; 190,000 compounds, 1.6% hits; AID 1239, 2008; in the data active = fold change above about 3.3
Diaphorase inh: diaphorase inhibitors and chemical oxidizers, primary screen, counter-screen for diaphorase-coupled primary assays, biochemical, uHTS, resorufin fluorescence; diaphorase resazurin-to-resorufin fluorescence, NADH, 16 min; bacterial (C. kluyveri) enzyme, not human; inhibition, % at 20 µM; 190,000 compounds, 0.69% hits;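 active = primary screen inhibition at 20 µM above a set limit, cut at about 50% in these data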;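 note: plate controls were DMSO with full reaction for no effect and wells lacking NADH for full effect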
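Assay system: diaphorase enzyme from Clostridium kluyveri; Input: enzyme working solution with 0.14 U/mL diaphorase; Timing: 16 min at room temperature; Technique: resorufin fluorescence, excitation 544 nm, emission 590 nm; Benchmarks: positive control minus NADH, DMSO neutral control.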
* marks the source's active call; other numbers are inactive results; . = not tested or not shown.

Structure	APP 5UTR inh	TLR4 MyD88 comp	Diaphorase inh	APP 5'UTR act	NF-kB neuron act	STAT1 activator	FLuc stim CS	FLuc inh counter	Diaph act CS	G6PDH CS
O=C(CCN1CCN(c2ccccc2)CC1)N/N=C/c1ccc([N+](=O)[O-])o1	-8	9	16	8	0.72	100	1	-4	0.8	-4
O=C(C1CC(=O)N(c2ccc3c(c2)OCCO3)C1)N1CCN(c2ccccc2)CC1 (centres undefined)	-7	-5	12	7	1.6	93	1	-4	0.9	0
CC(C(=O)Nc1ccc2c(c1)OCO2)c1ccc([N+](=O)[O-])cc1 (centres undefined)	-21	7	4	21	1.5	90	1	1	1	24
Cc1ccc2sc(NC(=O)CN3C(=O)c4ccccc4C3=O)nc2c1C	7	-6	3	-7	1.1	88	1	-2	1	4
CC(C)(C)NC(=O)Cn1c(SCC(N)=O)nc2ccccc21	0	-7	-3	0	1	90	1	-5	1	4
O=c1[nH]c(CNCc2cccnc2)nc2ccccc12	-9	5	0	9	1	106	1	-3	1	18
O=C1/C(=C\Nc2ccc(Cl)cc2)CCN1c1ncccn1	-8	-1	11	8	1.8	127	0.8	24	0.9	3
CCNc1nc(NC(C)C)nc(NC(C)(C)C)n1	2	9	20	-2	0.95	81	1.1	-8	0.8	21
CC1(C)NC(=O)N(CCOCCOc2c(Cl)cc(Cl)cc2Cl)C1=O	2	-2	13	-2	0.74	102	1.1	-7	0.9	1
COc1ccc(Cl)cc1NC(=S)Nc1cccnc1	-5	6	8	5	0.99	100	1	0	0.9	6
CS(=O)(=O)N1CCC(C(=O)NCc2ccncc2)CC1	12	5	2	-12	1	91	1	-2	1	7
Clc1ccc(CSc2ncn[nH]2)cc1	-4	-1	9	4	1	103	1	1	0.9	0
O=C(NCc1ccccc1)C1=C[C@H](c2csc3ccccc23)C[C@H](OCCCCO)O1	2	-2	42	-2	0.71	94	1	-3	0.6	12
O=C(O)c1cc(-c2cccnc2)nn1-c1ccccn1	-8	0	11	8	1.2	99	1.1	-5	0.9	10
O=C(Nc1ccc(F)cc1F)c1ccc(COc2c(F)c(F)cc(F)c2F)o1	-5	0	13	5	0.95	108	1.2	-20	0.9	7

Next entries:
Structure	APP 5UTR inh	TLR4 MyD88 comp	Diaphorase inh	APP 5'UTR act	NF-kB neuron act	STAT1 activator	FLuc stim CS	FLuc inh counter	Diaph act CS	G6PDH CS
O=c1[nH]c(SCc2nc3ccccc3c(=O)n2-c2ccccc2)nc2ccccc12	-12	1	0	12	1	104	0.9	5	1	-21
O=C(NC(c1ccccc1)c1ccccc1)C1CCCN(S(=O)(=O)c2cnc[nH]2)C1 (centres undefined)	5	-6	13	-5	0.94	100	1	-3	0.9	13
CCCc1ccc(Oc2cn[nH]c2-c2ccc(O)cc2O)cc1	-32	0	26	31	0.85	100	1	-5	0.7	4
CN1CCN(Cc2nc3c(c(=O)[nH]c(=O)n3C)n2Cc2c(F)cccc2Cl)CC1	.	.	0	.	.	.	0.9	6	1	-3
CCCc1nc2ccc(NC(=O)c3cccs3)cc2c(=O)n1Cc1ccc(Cl)cc1	-4	2	11	4	1	107	1	-2	0.9	-11
Cc1cc2ncn(CCC(=O)NC(C)(C)C)c2cc1C	-10	-12	.	10	1	104	1	2	.	12
CCn1[nH]c(=O)c(=Nc2c(C)n(C)n(-c3ccccc3)c2=O)cc1-c1ccc(Cl)cc1	-12	-2	0	12	0.91	107	1.1	-9	1	2
CC(=O)Oc1ccc(C)cc1-n1nc2ccccc2n1	-104	-7	10	104	3.5*	115	1	0	0.9	4
O=C(ONC1=NCCCCC1)c1ccc([N+](=O)[O-])cc1	-6	-11	8	6	1.1	96	1	-4	0.9	4
CCC(=O)c1ccc(N2CCN(C(=O)Cc3ccccc3)CC2)c(F)c1	-10	-2	10	10	0.87	102	1	-4	0.9	-16
COc1cccc(CC2(CO)CCCN(C(=O)c3cc[n+]([O-])cc3)C2)c1 (centres undefined)	-7	-7	10	7	0.91	108	1.1	-6	0.9	28
COc1ccc(CNC(=O)CCc2nc(-c3ccccc3F)no2)c(OC)c1	-12	0	34	12	1.1	95	1	0	0.7	-4
Cc1ccc(-n2c(Cc3cccs3)nnc2SCC(=O)OC(C)C)cc1	22	-4	8	-22	1.3	96	1	0	0.9	12
COc1ccc(OC)c(N(CC(=O)N2CCCC2)S(=O)(=O)c2ccc(OC)c(OC)c2)c1	16	-5	5	-16	1	102	1	-3	0.9	0
Cc1ccc(C(=O)N(c2ccccn2)C(C)c2ccco2)cc1 (centres undefined)	8	-3	20	-8	1.2	100	1	-4	0.8	2

Next part.
Structure	APP 5UTR inh	TLR4 MyD88 comp	Diaphorase inh	APP 5'UTR act	NF-kB neuron act	STAT1 activator	FLuc stim CS	FLuc inh counter	Diaph act CS	G6PDH CS
CC(=O)N1CCc2ccc(S(=O)(=O)N3CC(C)OC(C)C3)cc21 (centres undefined)	-2	-2	-10	2	0.93	108	1.1	-6	1.1	14
O=c1c2c(n3nnnc3n1Cc1ccccc1)-c1ccccc1CC21CCCC1	-6	-2	11	6	1.4	101	1	1	0.9	11
CCOc1ccc(Nc2ncnc3c2cnn3-c2ccccc2)cc1	-21	17	5	21	1	110	1.1	-6	0.9	-32
CCCCNC(=O)c1onc(CSc2cccc(OCC)c2)c1C(=O)O	2	-13	19	-2	1.5	98	1	-3	0.8	3
Cc1ccc(CSCCNC(=O)CSc2ccccc2)cc1	8	-7	26	-8	1.2	94	1.1	-6	0.7	-1
COc1cc(OC)c2c(c1)C(=O)c1cc(OC)cc(OC)c1C2=O	-11	4	8	11	0.98	99	1.1	-7	0.9	6
CCc1nnc(NS(=O)(=O)c2ccc(N3C(=O)c4ccc(C(=O)O)cc4C3=O)cc2)s1	-20	-6	2	20	1.1	96	1	-1	1	1
Cc1nc(NC2=NCN(CCc3ccccc3)CN2)nc2c(C)cccc12	-54	5	.	54	.	102	.	.	.	.
COC(=O)Cn1ncn2c(cc3oc(C)cc32)c1=O	-25	-9	17	25	1.8	123	0.8	17	0.8	2
COc1cc(/C=N/NC(=O)c2cccs2)ccc1OCc1ccccc1	-24	-10	25	24	0.68	104	1	0	0.8	5
O=C(NC(=S)Nc1ccc2cn[nH]c2c1)c1ccccc1	-44	5	25	44	1	148*	0.9	11	0.8	-5
CCCOC(=O)c1[nH]c2c(c1C)C(=O)CC(c1ccc(OC)c(OC)c1)C2 (centres undefined)	4	5	8	-4	1	106	1	-3	0.9	2
CN(C)S(=O)(=O)c1ccc(Cl)c(NC(=O)COC(=O)CN2C(=O)C3CCCCC3C2=O)c1 (centres undefined)	9	2	5	-9	1.3	93	1	-3	1	2
Cc1nn(-c2ccccn2)c2c1-c1nc(N)ncc1CC2	-45	-5	0	45	1.7	134*	0.4	61*	1	12
Cc1ccc(C)c(NC(=S)N2CCCCC2CO)c1 (centres undefined)	14	5	6	-14	1.2	104	1	1	0.9	15

4 of the entries above in order of the FLuc stim CS value, falling.
| Compound | APP 5UTR inh | TLR4 MyD88 comp | APP 5'UTR act | NF-kB neuron act | STAT1 activator | FLuc stim CS |
| --- | --- | --- | --- | --- | --- | --- |
| COc1cc(OC)c2c(c1)C(=O)c1cc(OC)cc(OC)c1C2=O | -11 | 4 | 11 | 0.98 | 99 | 1.1 |
| CCc1nnc(NS(=O)(=O)c2ccc(N3C(=O)c4ccc(C(=O)O)cc4C3=O)cc2)s1 | -20 | -6 | 20 | 1.1 | 96 | 1 |
| O=C(NC(=S)Nc1ccc2cn[nH]c2c1)c1ccccc1 | -44 | 5 | 44 | 1 | 148* | 0.9 |
| COC(=O)Cn1ncn2c(cc3oc(C)cc32)c1=O | -25 | -9 | 25 | 1.8 | 123 | 0.8 |

The results go on:
Structure	APP 5UTR inh	TLR4 MyD88 comp	Diaphorase inh	APP 5'UTR act	NF-kB neuron act	STAT1 activator	FLuc stim CS	FLuc inh counter	Diaph act CS	G6PDH CS
O=C(COC(=O)CCc1c[nH]c2ccccc12)NCc1ccc2c(c1)OCO2	-13	-6	12	13	1.1	94	1	2	0.9	4
Cc1cnc(C(=O)OCC(=O)NCc2ccccc2)cn1	-10	5	16	10	1.3	97	1.1	-6	0.8	-22
O=C(CCc1nc2ccccc2[nH]1)Nc1ccccc1F	8	-18	10	-8	1.2	100	1.1	-5	0.9	11
COc1ccc(CNC(=O)C(=O)NCc2cccnc2)cc1	0	5	9	0	1	108	1	-4	0.9	18
N#C/C(=C/c1cn[nH]c1-c1ccc(Br)cc1)C(=O)O	4	-11	10	-4	1.3	110	1	-4	0.9	0
Cc1cc(C)nc(N(C#N)Cc2ccc(Br)cc2)n1	5	1	16	-5	0.98	100	1.1	-6	0.8	0
CCOC(=O)C1=C(C)N(C)C(=S)NC1c1ccccc1 (centres undefined)	11	-7	10	-11	1.2	105	1	-1	0.9	10
CCN(CC)S(=O)(=O)c1ccc(NC(=O)COc2c(OC)cccc2OC)cc1	-25	3	10	25	0.62	102	1.1	-9	0.9	4
NS(=O)(=O)c1ccc(NC(=S)NC(=O)c2ccc(Br)o2)cc1	1	7	24	-1	1.2	99	1	-4	0.8	10
O=C(CCCCCCN1C(=O)c2ccccc2C1=O)NC1CCCCC1	-9	-4	-7	9	1.4	102	1.1	-7	1.1	4
O=C(OCc1nc2ccccc2[nH]1)C1CCCCC1	5	3	12	-5	1.1	100	1	-2	0.9	11
c1cncc(-c2nnc(-c3cccs3)o2)c1	2	-1	4	-2	1.2	123	1	-2	1	8
CCCCNC(=O)C(=O)NCCCn1ccnc1	-9	-2	3	9	1.1	99	1	0	1	-2
CC(C)C(C)NC(=O)COc1ncnc2sccc12 (centres undefined)	18	-13	10	-18	1	101	1.1	-8	0.9	3
CC1CN(C)C(C)c2c1oc1ccc([N+](=O)[O-])cc21 (centres undefined)	1	-10	-4	-1	1.1	100	1.1	-5	1	6

More structures
Structure	APP 5UTR inh	TLR4 MyD88 comp	Diaphorase inh	APP 5'UTR act	NF-kB neuron act	STAT1 activator	FLuc stim CS	FLuc inh counter	Diaph act CS	G6PDH CS
COc1ccc(OC)c(CNC(=O)CCc2nc(-c3cccs3)no2)c1	-19	4	15	19	1.2	92	1.1	-8	0.9	19
O=C(N/N=C\c1cc([N+](=O)[O-])ccc1N1CCCC1)c1ccccn1	10	-5	23	-10	1.5	98	1	-3	0.8	7
COc1ccc(NC(=O)c2cc(S(=O)(=O)N(Cc3ccccc3)c3ccccc3)ccc2Cl)cn1	-4	7	21	3	0.85	100	1	2	0.8	6
Cc1nn(C)c(Oc2cccc(C(F)(F)F)c2)c1C=O	-11	-17	6	11	1.3	98	1.1	-6	0.9	13
